CatB mixtures: cathepsin B inhibitors from pooled compounds, primary screen, biochemical, compound mixtures, AMC fluorescence; P07858; Purified cathepsin B, AMC dipeptide fluorescence; inhibition, %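 (ten-compound pools at 5 µM per compound and 50 µM total)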; 62,000 tested, 0.06% active; in the data active = inhibition above about 22%, passing the limit was not always enough;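 also: 0% = enzyme without compound and 100% = no enzyme blank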
AP complement: alternative complement pathway inhibitors, primary screen, biochemical, ELISA, human serum, orthogonally pooled compounds. LPS-coated ELISA, C3 deposition; tested in compound mixtures. inhibition, % at 5 µM. 62,000 tested, 0.08% active. AID 1235, 2008;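 active = inhibition above 30% in each of the two pooled mixtures holding the compound, so the lower value exceeds 30%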;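 also: 0% = serum in Mg-EGTA without compound and 100% = EDTA serum blank; some compounds past the cut are filed as inactive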
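Medium: diluted human serum in Mg2+-EGTA GVB++. Assay system: human serum complement alternative pathway, C3 deposition onto LPS. Also added: Plate-bound LPS. Technique: Anti-C3 ELISA, OD 450 nm. Measure: percent inhibition. Incubation: 1 h at 37 °C. Dosing: 5 µM each compound, pools of ten, 50 µM per pool.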
tolC growth inh: growth inhibitors of E. coli tolC mutant, primary screen, strain BW25113 ΔtolC::kan, 384-well. OD615. growth inhibition, % at 10 µM (by protocol). 65,000 tested, 2.2% active;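 active = growth inhibition at or above a cutoff equal to the mean over every tested compound plus 3 SD, cut at about 60% in these data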;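 also: growth measured after 20 h incubation at 37 °C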
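Doses: one dose of 10 µM final / Material: E. coli BW25113 ΔtolC::kan, tolC deletion mutant strain / Buffer or medium: LB with kanamycin 50 µg/mL / Evaluation: percent growth inhibition / Detection: optical density read at 615 nm / Incubation: 37 °C, 20 h exposure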
CatB block: human cathepsin B inhibitors, primary screen, biochemical, fluorogenic substrate | purified cathepsin B, fluorescence | P07858 | inhibition, %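 (tested at 10 µM)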 | 63,000 tested, 0.1% active; in the data active = inhibition above about 21%;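 also: 0% = enzyme with no compound and 100% = no enzyme blank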
Hsp90 inh: tumor Hsp90 inhibitors, primary screen, cell lysate, fluorescence polarization, NCI-N417 lysate | Heat shock protein HSP 90-alpha (Homo sapiens), P07900 | Cy3B-geldanamycin FP displacement | inhibition, % at 30 µM | 64,000 tested, 0.35% active | AID 429, 2006;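 active = inhibition above 50%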;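 also: 0% = tracer plus lysate wells and 100% = tracer alone without lysate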
E coli RNAP: E. coli RNAP inhibitors, biochemical; DNA-directed RNA polymerase subunit beta (Escherichia coli (strain K12)), P0A8V2; E. coli RNA polymerase, fluorescence transcription assay; inhibition, %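 (tested at 10 µM)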; 62,000 tested, 0.2% active; AID 559, 2006; in the data active = inhibition above about 20%;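 also: 0% = enzyme without compound and 100% = no enzyme blank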
D1 allo mod: D1 CRE-luciferase signal change, two-sided – cell-based, HEK293 D1, dopamine EC30, D1 allosteric modulator project, primary screen. B-score at 10 µM. 58,000 tested, 5.9% active. D(1A) dopamine receptor (Homo sapiens), P21728. dopamine EC30 potentiation; actives deviate in either direction;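 active = luminescence count or its row- and column-corrected plate score outside the 99.7% band of the plate's sample wells, on either side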
Target sequence (P21728 whole entry, looked up): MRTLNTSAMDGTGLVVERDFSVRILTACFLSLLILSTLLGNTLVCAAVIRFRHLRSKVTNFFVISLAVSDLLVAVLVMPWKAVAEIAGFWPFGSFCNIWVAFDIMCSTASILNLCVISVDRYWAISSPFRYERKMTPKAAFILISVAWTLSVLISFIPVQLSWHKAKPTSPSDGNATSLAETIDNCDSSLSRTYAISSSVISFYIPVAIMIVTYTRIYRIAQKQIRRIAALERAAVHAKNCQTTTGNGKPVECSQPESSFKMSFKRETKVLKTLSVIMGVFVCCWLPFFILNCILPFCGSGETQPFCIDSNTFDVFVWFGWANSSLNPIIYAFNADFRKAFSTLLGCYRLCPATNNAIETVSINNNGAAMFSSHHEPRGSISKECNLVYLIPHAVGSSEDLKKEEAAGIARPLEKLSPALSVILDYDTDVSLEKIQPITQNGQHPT
Cdc25B block: inhibitors of Cdc25B phosphatase catalytic domain, primary screen, biochemical, OMFP fluorescence; M-phase inducer phosphatase 2 (Homo sapiens), P30305; 65,000 tested, 0.1% active; recombinant Cdc25B, OMFP fluorescence Ex485/Em525; inhibition, %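 (compounds tested at 10 µM final in the well)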; in the data active = inhibition above about 50%
MKP-1 inh: MKP-1 phosphatase inhibitors, primary screen, biochemical, in vitro. Dual specificity protein phosphatase 1 (Homo sapiens), P28562. recombinant MKP-1, OMFP hydrolysis fluorescence. inhibition, %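 (compounds tested at a single concentration somewhere between 10 and 100 µM)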. 65,000 tested, 0.15% active. AID 374, 2006;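 active = inhibition above about 50%, limit read from the data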;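 also: 0% = DMSO max control wells and 100% = wells with enzyme stopped by NaOH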
Target sequence (P28562 whole entry, looked up): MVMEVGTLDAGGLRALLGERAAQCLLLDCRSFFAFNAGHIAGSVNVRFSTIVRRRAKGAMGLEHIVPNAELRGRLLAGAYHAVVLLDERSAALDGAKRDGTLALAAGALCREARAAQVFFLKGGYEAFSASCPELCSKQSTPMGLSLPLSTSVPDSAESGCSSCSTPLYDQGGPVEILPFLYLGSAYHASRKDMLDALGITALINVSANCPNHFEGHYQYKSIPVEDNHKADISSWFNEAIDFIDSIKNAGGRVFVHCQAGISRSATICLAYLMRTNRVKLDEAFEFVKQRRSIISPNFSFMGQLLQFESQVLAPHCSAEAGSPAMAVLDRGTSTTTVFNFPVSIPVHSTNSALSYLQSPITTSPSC
* = called active by the depositor; . = no result given.

SMILES	CatB mixtures	AP complement	tolC growth inh	CatB block	Hsp90 inh	E coli RNAP	D1 allo mod	Cdc25B block	MKP-1 inh
COc1ccc(Cc2nnc(SCC(=O)NCC3CCCO3)o2)cc1 (stereo not drawn)	-1	-1	-14	10	-3	10	-0.032	-13	-20
COc1ccccc1OCC(=O)Nc1cccc(C(=O)N2CCOCC2)c1	9	16	-9	0	0	2	-0.1	-2	-7
Cc1oc(-c2cccs2)nc1CS(=O)CC(=O)NCCCOC(C)C (stereo not drawn)	-3	7	19	0	-8	-5	-0.47	-4	27
NC(=O)C[C@@H]1N[C@]2(C(=O)Nc3ccccc32)[C@@H]2C(=O)N(C3CCCCC3)C(=O)[C@H]12	-1	6	-12	2	-5	6	-0.3	2	-14
O=C(CSc1nn(-c2ccccc2)c(=S)s1)Nn1cnnc1	3	3	-1	5	2	4	0.3	-5	-8
N#CC1=C2SCC(O)(c3ccccc3)N2C(=O)CC1c1ccccc1 (stereo not drawn)	.	.	13	4	-3	10	.	-19	-6
O=C1Nc2cc(C(=O)N3CCN(Cc4ccccc4)CC3)ccc2SC1N1CCOCC1 (stereo not drawn)	.	.	6	.	-3	.	0.76	-19	25
Cc1ccc(N2CC(C(=O)NCCc3ccc(S(N)(=O)=O)cc3)CC2=O)cc1 (stereo not drawn)	18	-6	-6	1	-2	-2	-0.13	-6	16
O=C1[C@@H]2C(Cc3ccc(O)cc3)NC3(C(=O)Nc4ccc(F)cc43)[C@@H]2C(=O)N1c1ccccc1 (stereo partly drawn)	-2	-3	13	6	-7	12	-0.1	-8	-10
COc1ccc(S(=O)(=O)N2CCC(C(=O)Nc3ccc(OC)c(OC)c3)CC2)cc1C	3	2	-3	-1	3	8	0.64	-5	8
Cc1nnc(SCc2ccccc2)n1N	-8	-2	-13	-2	-2	11	-0.053	-1	-1
CCCC(=O)Nc1ccc(N2CCN(C(=O)c3ccccc3C)CC2)cc1	4	-4	-9	6	1	11	-1.4	-3	25
O=C(CN1C(=O)COc2ccccc21)Nc1ccc2c(c1)OCCO2	4	15	-2	-1	-4	0	-1.5	-8	14
CC1CCc2nc(NC(=O)c3ccco3)sc2C1 (stereo not drawn)	-1	-9	30	3	-5	0	-7.5*	0	-3
Cc1cc(C)cc(-n2ccnc2SCC(=O)Nc2nccs2)c1	-1	5	10	9	-3	3	-0.51	18	3
CCOc1ccc(C(=O)N2CCCC2)cc1OC	3	10	-20	2	-4	5	-0.074	1	-7
CCOC(=O)c1[nH]c(C)c(C(=O)Nc2ccc(C)cc2C)c1C	0	1	0	-1	-5	6	0.95	1	-4
CCOC(=O)Cc1csc(NS(=O)(=O)c2ccc3c4c(cccc24)C(=O)N3CC)n1	-1	11	27	5	-2	1	0.47	-8	24
Nc1nnnn1/N=C/C(Br)=C/c1ccccc1	4	10	-2	3	-2	7	0.23	-15	6
CCOc1cc(C2CC(=O)N3CN(C4CCCCC4)CSC3=C2C#N)ccc1O (stereo not drawn)	-1	15	1	1	0	0	0.079	3	7
COc1ccc(CNC(=O)CCCNS(=O)(=O)c2cccc3nonc23)cc1	6	14	-7	1	.	-1	0.28	-11	16
Cc1ccc(-c2cc(C(=O)NCCN3CCOCC3)no2)cc1	6	-21	-16	4	-2	1	-0.02	-9	-4
CCS(=O)(=O)N1CCC(c2nc(-c3ccc(C)cc3)no2)CC1	1	27	-15	-2	-1	-2	0.57	2	-6
O=c1cc(N2CCc3ccccc3C2)[nH]c(=O)n1-c1ccc(Cl)cc1	4	0	11	7	1	9	-1.1	-9	11
O=C1CC(N2CCN(c3ccc(S(=O)(=O)N4CCOCC4)cc3)CC2)C(=O)N1Cc1ccccc1 (stereo not drawn)	-2	2	5	-3	-4	-2	0.82	-9	17
COc1cc(CC(=O)OC2CCOC2=O)cc(OC)c1OC (stereo not drawn)	5	-1	-19	0	-2	12	-0.54	-4	18
COc1ccccc1NC(=O)c1cccc(NC(=O)c2ccco2)c1	0	13	20	-1	0	0	.	-7	4
CC(C)Cn1c(N)c(C(=O)CSc2nnnn2-c2ccc(Cl)cc2)c(=O)n(C)c1=O	2	12	-11	0	-3	7	0.5	9	25
CCc1ccccc1N1CSC2=C(C#N)C(c3cc(OC)c(OC)cc3OC)CC(=O)N2C1 (stereo not drawn)	6	-3	11	5	4	19	0.28	10	30
CNc1cc(-n2nc(C)cc2-c2ccccc2)ncn1	2	-15	-8	8	-2	5	1.3	-7	4

Entries of single compounds, looked up by structure. Values in the order: CatB mixtures | AP complement | tolC growth inh | CatB block | Hsp90 inh | E coli RNAP | D1 allo mod | Cdc25B block | MKP-1 inh
Profile of COc1ccc(CNC(=O)CCCNS(=O)(=O)c2cccc3nonc23)cc1 → 6 | 14 | -7 | 1 | . | -1 | 0.28 | -11 | 16
Profile of CCS(=O)(=O)N1CCC(c2nc(-c3ccc(C)cc3)no2)CC1 → 1 | 27 | -15 | -2 | -1 | -2 | 0.57 | 2 | -6

(list continues)
SMILES	CatB mixtures	AP complement	tolC growth inh	CatB block	Hsp90 inh	E coli RNAP	D1 allo mod	Cdc25B block	MKP-1 inh
COc1ccccc1Cn1c(CCCO)nc2ccccc21	-6	10	0	-4	-2	10	0.54	-2	4
CCOc1ccccc1CN(Cc1ccco1)S(=O)(=O)c1ccc(-n2cnnn2)c(OC)c1	8	14	29	-1	-2	7	-0.69	-40	11
C=C(c1ccc(O)cc1)c1ccc(O)cc1	6	-1	21	2	2	6	-0.46	3	9
CN1C(=O)c2ccccc2C(C(=O)NCCCN2CCCC2=O)C1c1c[nH]c2ccccc12 (stereo not drawn)	1	10	-18	1	-9	8	-0.87	-3	10
Brc1ccc(-c2cn3cccnc3n2)cc1	-11	3	-3	-3	-3	-11	-0.34	-11	-13
Cc1ccccc1NC(=O)CSC(N)=O	3	-13	0	5	.	9	-0.094	-4	6
Cc1ccc(C(=O)N(Cc2nc(-c3ccc(C)cc3)no2)C(C)C)cc1	2	12	-2	1	-3	3	0.12	-6	-5
CCOCCCNC(=O)C1CCC(CNS(=O)(=O)c2ccc(F)cc2)CC1 (stereo not drawn)	3	10	8	1	.	3	0.35	7	11
Cc1ccc(-c2nnc3sc(CCc4ccccc4)nn23)cc1	4	9	67*	-3	-5	7	-0.31	0	3
CCOC(=O)c1c(C)[nH]c(C)c1C(=O)COC(=O)c1cccc(S(=O)(=O)NC)c1	0	-3	4	-4	-6	2	.	-19	8
O=C(CNC(=O)c1ccco1)OCc1ccc(C(=O)Oc2ccccc2)cc1	2	-1	46	0	-14	2	-0.18	-8	16
COCCn1cc(C(=O)N2CCC(C)CC2)c2c3ccccc3n(C)c2c1=O	0	11	-13	-6	-2	-8	0.81	-16	5
CC(=O)OC1CC(C)(C)N(OC(=O)c2ccccc2)C(C)(C)C1	2	16	9	2	-2	3	0.0012	-14	-9
Cc1nc(SCN2C(=O)c3ccccc3C2=O)n[nH]1	-4	14	-12	2	-2	-7	-1.4	0	9
Nc1c2c(nc3ccccc13)N(C1CCCCC1)CC2	.	.	15	0	-2	.	-4.1	-28	-36
c1ccc(CN2CCN(c3nc4ccccc4n4cnnc34)CC2)cc1	3	14	4	1	-2	4	1.1	-1	0
Cc1ccc(/C(O)=C2/C(=O)C(=O)N(Cc3ccco3)C2c2cccs2)cc1 (stereo not drawn)	3	-6	9	4	3	11	0.17	11	-1
O=C(C1CC1)N1CCc2cc(Br)cc(S(=O)(=O)NCC3COc4ccccc4O3)c21 (stereo not drawn)	-4	-2	28	-8	.	7	-0.34	-14	16
CCCCn1c(SCC(=O)Nc2cc(C)[nH]n2)nc2ccsc2c1=O	0	13	-6	1	-1	-1	2.7	-4	25
CCN(CC)S(=O)(=O)c1ccc(C(=O)N2CCN=C2SCc2cccnc2)cc1	-2	-9	-16	2	-2	6	-0.059	-5	5

13 entries from above, ordered by count of non-hydrogen atoms, descending:
SMILES	CatB mixtures	AP complement	tolC growth inh	CatB block	Hsp90 inh	E coli RNAP	D1 allo mod	Cdc25B block	MKP-1 inh
CN1C(=O)c2ccccc2C(C(=O)NCCCN2CCCC2=O)C1c1c[nH]c2ccccc12 (stereo not drawn)	1	10	-18	1	-9	8	-0.87	-3	10
O=C(C1CC1)N1CCc2cc(Br)cc(S(=O)(=O)NCC3COc4ccccc4O3)c21 (stereo not drawn)	-4	-2	28	-8	.	7	-0.34	-14	16
CCOC(=O)c1c(C)[nH]c(C)c1C(=O)COC(=O)c1cccc(S(=O)(=O)NC)c1	0	-3	4	-4	-6	2	.	-19	8
COCCn1cc(C(=O)N2CCC(C)CC2)c2c3ccccc3n(C)c2c1=O	0	11	-13	-6	-2	-8	0.81	-16	5
CCOCCCNC(=O)C1CCC(CNS(=O)(=O)c2ccc(F)cc2)CC1 (stereo not drawn)	3	10	8	1	.	3	0.35	7	11
Cc1ccc(C(=O)N(Cc2nc(-c3ccc(C)cc3)no2)C(C)C)cc1	2	12	-2	1	-3	3	0.12	-6	-5
CCCCn1c(SCC(=O)Nc2cc(C)[nH]n2)nc2ccsc2c1=O	0	13	-6	1	-1	-1	2.7	-4	25
CC(=O)OC1CC(C)(C)N(OC(=O)c2ccccc2)C(C)(C)C1	2	16	9	2	-2	3	0.0012	-14	-9
COc1ccccc1Cn1c(CCCO)nc2ccccc21	-6	10	0	-4	-2	10	0.54	-2	4
Nc1c2c(nc3ccccc13)N(C1CCCCC1)CC2	.	.	15	0	-2	.	-4.1	-28	-36
Cc1nc(SCN2C(=O)c3ccccc3C2=O)n[nH]1	-4	14	-12	2	-2	-7	-1.4	0	9
C=C(c1ccc(O)cc1)c1ccc(O)cc1	6	-1	21	2	2	6	-0.46	3	9
Cc1ccccc1NC(=O)CSC(N)=O	3	-13	0	5	.	9	-0.094	-4	6

(continued)
SMILES	CatB mixtures	AP complement	tolC growth inh	CatB block	Hsp90 inh	E coli RNAP	D1 allo mod	Cdc25B block	MKP-1 inh
Cc1ccc(S(=O)(=O)NCCCN(C)C)cc1	3	12	-18	-6	-3	6	-0.76	0	-7
CCOC(=O)c1cc(C)n(S(=O)(=O)c2ccc(C)cc2)c1C	6	8	66*	-3	0	5	.	2	2
O=C(CCCn1c(=S)[nH]c2ccc(Br)cc2c1=O)N1CCN(c2ccccn2)CC1	5	18	19	0	-3	-2	3.2	-18	8
CCCCOC(=O)CCc1n[nH]c(=O)[nH]c1=O	3	10	-7	4	-5	0	0.0065	-14	4
COc1ccc(S(=O)(=O)N2CCCC2C(=O)NCc2cccs2)cc1 (stereo not drawn)	5	-17	-3	7	-1	-9	-0.11	4	-7
CCn1c(-c2ccco2)n[nH]c1=S	.	.	8	-2	2	.	.	-3	-27
COC(=O)c1nnn(-c2nc(N3CCCCC3)nc(N3CCCCC3)n2)c1C	-5	3	-17	-3	-1	5	0.77	4	6
O=C(Nc1ccccc1-c1nc2ccccc2s1)c1ccco1	1	15	3	3	0	0	0.15	-16	8

Screens (PubChem)
